Compound activity deposited in PubChem BioAssay by Fisher Drug Discovery Resource Center.
NPYLR7 agonist = activates Aedes aegypti NPYLR7 receptor; activation, % at 10 µM; HEK293T NPYLR7/Galpha15, GCaMP6s calcium fluorescence; hit rate 0.15% among 270,000; in the data active means activation above about 40%;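 further: 0% = vehicle and 100% = reference agonist at the receptor; some compounds past the cut are filed as inactive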
hcGAS inh = human cGAS inhibition | recombinant h-cGAS, ATP depletion, Kinase-Glo luminescence | Q8N884 | AID 1259398 | inhibition, % at 12.5 µM | hit rate 0.081% among 290,000;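 further: 0% = vehicle reaction and 100% = reaction without DNA for no activity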
Target sequence (Q8N884 whole entry, looked up): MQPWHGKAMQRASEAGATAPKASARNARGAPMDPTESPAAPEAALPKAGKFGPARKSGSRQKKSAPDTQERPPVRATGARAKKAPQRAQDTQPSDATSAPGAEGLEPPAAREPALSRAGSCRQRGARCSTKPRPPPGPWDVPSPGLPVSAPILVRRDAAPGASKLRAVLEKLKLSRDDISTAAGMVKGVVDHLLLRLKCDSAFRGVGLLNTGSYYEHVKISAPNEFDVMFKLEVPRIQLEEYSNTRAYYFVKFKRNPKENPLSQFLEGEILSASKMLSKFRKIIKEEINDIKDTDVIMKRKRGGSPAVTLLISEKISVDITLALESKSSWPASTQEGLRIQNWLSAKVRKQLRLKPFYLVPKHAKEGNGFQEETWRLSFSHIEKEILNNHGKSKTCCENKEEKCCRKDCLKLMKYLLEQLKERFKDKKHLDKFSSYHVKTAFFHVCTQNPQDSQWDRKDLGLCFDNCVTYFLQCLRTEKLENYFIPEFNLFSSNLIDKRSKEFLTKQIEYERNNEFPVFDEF
mcGAS inh = mouse cGAS inhibition by luminescence; Q8C6L5; recombinant cGAS, Kinase-Glo ATP depletion luminescence; inhibition, % at 12.5 µM; hit rate 0.15% among 160,000; AID 1259399;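 further: 0% = negative control wells and 100% = reference inhibitor with no enzyme activity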
The depositor's hits bear a star; nt = no result given; & = joins results of further samples. Unless noted, no stated cut-off is given here; in the data, active means inhibition above about 40%; inactive means the rest.

SMILES | NPYLR7 agonist | hcGAS inh | mcGAS inh
CCS(=O)(=O)c1ccc(S(=O)(=O)NCC#N)cc1 | -2.2 | -0.4 | nt
CN(CC1CCN(CCc2ccc(F)cc2)CC1)C(=O)c1n[nH]c2c1CCCC2 | nt | -6.5 | -11.0
Cc1cn2c3c(=O)n(Cc4ccccc4Cl)c(=O)n(C)c3nc2n1CCCN1CCOCC1 | -9.6 | 5.3 | nt
O=C(O)[C@H]1C[C@]2(CCCCNC2=O)N(C(=O)CCc2ccccc2)[C@H]1c1ccco1 | 3.2 | -3.3 | -6.5
O=C1CC(C(F)(F)C(F)(F)C(F)(F)C(F)(F)F)=Nc2ccccc2N1 | -0.3 | -6.3 | -4.7
COc1cccc(CNC(=O)C2CCN(C(=O)[C@@H](Cc3ccccc3)NC(=O)Nc3c(C)cccc3C(C)(C)C)CC2)c1 | -1.6 | -1.2 | -5.1
COc1ccc(CC(=O)N(C)Cc2cc(Br)cs2)cc1OC | 5.7 | -13.1 | nt
Cc1ccc(C2NC(=O)N(C)C3=C2C(=O)N(CC(=O)NCCc2cccs2)C3)cc1 (configuration not stated) | 18.1 | -8.1 | -5.2
COc1cccc(CN2CCCC(c3nc(-c4cccnc4)no3)C2)c1O (configuration not stated) | -1.5 | -8.4 | -11.7
CCCCC(=O)Nc1nc2c(C)cccc2s1 | -0.1 | -5.4 | -6.0
COCCCN(CC(=O)Nc1cc(C(C)(C)C)nn1-c1ccc(C)cc1C)C(=O)C1CCC1 | 11.8 | -4.9 | -5.5
Cc1cc(-c2nnc(NC(=O)c3ccc(C(=O)c4ccccc4)cc3)o2)nn1C | -12.0 | -4.1 | -11.1
O=S(=O)(NCc1nnnn1-c1ccccc1)c1ccccc1C(F)(F)F | 18.4 | -5.2 | -7.3
O=S(=O)(C1=Cc2ccccc2CC1)N1CCCCC1c1nc2ccccc2s1 (configuration not stated) | 1.5 | -5.9 | nt
COc1ccccc1-c1cc2c(SCC(=O)Nc3ccc(C(C)=O)cc3)nccn2n1 | -1.0 | -2.5 | -2.6
O=C(CNC(=O)c1ccc2c(c1)OCO2)N=Nc1c(O)[nH]c2ccccc12 | -3.3 | -3.1 | -7.7
COc1ccc(-c2nc(OC(C)C)nn2-c2ccc(NC(=O)c3cccc(OC)c3)cc2)cc1 | 34.2 | -2.2 | -9.4
CCc1cc2c(=O)n(CCCOC)c(SC(C)C(=O)N3CCCc4ccccc43)nc2s1 (configuration not stated) | 1.4 | 5.6 | -2.0
CC(c1nc2cc(Cl)ccc2c(=O)n1C)N(CCc1ccccc1)C(=O)Nc1cccc(Cl)c1Cl (configuration not stated) | -4.6 | -15.6 | -5.5
O=C(Nc1sc2ccccc2c1Cl)OCC(F)(F)F | -2.8 | -2.2 | nt

Record cards, as listed above. Screens in order: NPYLR7 agonist, hcGAS inh, mcGAS inh
O=C(Nc1sc2ccccc2c1Cl)OCC(F)(F)F is listed as -2.8, -2.2, nt
CC(c1nc2cc(Cl)ccc2c(=O)n1C)N(CCc1ccccc1)C(=O)Nc1cccc(Cl)c1Cl (configuration not stated) is listed as -4.6, -15.6, -5.5
O=C(O)[C@H]1C[C@]2(CCCCNC2=O)N(C(=O)CCc2ccccc2)[C@H]1c1ccco1 is listed as 3.2, -3.3, -6.5
COCCCN(CC(=O)Nc1cc(C(C)(C)C)nn1-c1ccc(C)cc1C)C(=O)C1CCC1 is listed as 11.8, -4.9, -5.5
Cc1ccc(C2NC(=O)N(C)C3=C2C(=O)N(CC(=O)NCCc2cccs2)C3)cc1 (configuration not stated) is listed as 18.1, -8.1, -5.2

Next compounds:
SMILES | NPYLR7 agonist | hcGAS inh | mcGAS inh
Cc1nc2n(n1)C(=O)C(C(c1ccccc1F)N1CCC3(CC1)OCCO3)S2 (configuration not stated) | -2.5 | -0.5 | -0.7
O=C(CCC1CCCN(C(=O)C2=CCCC2)C1)N1CCN(Cc2ccccc2)CC1 (configuration not stated) | 11.7 | -1.7 | nt
Cc1cc(SCC(N)=O)n2nc(C)c(-c3ccc(Cl)cc3)c2n1 | -1.0 | -5.1 | -7.0
Cc1ccc(C2(O)CCN(c3ccc(-c4nccn4C)nn3)CC2)nc1 | 0.0 | -9.1 | nt
Cc1cccc(C(=O)N2CCN(C(c3ccccc3)c3ccc(Cl)cc3)CC2)c1 (configuration not stated) | 19.3 | -2.6 | -7.4
CCOC(=O)c1c(-c2ccc(OC)cc2)csc1NC(=O)C12CC3CC(CC(C3)C1)C2 | -4.2 | -5.2 | -3.7
CCN(CC)C1=C(c2c(C)[nH]n(-c3ccc(F)cc3)c2=O)C(=O)N(c2cccc(Cl)c2)C1=O | 16.2 | -9.8 | -8.8
Cc1cc(C(=O)N(C)Cc2ccc3c(c2)OCO3)n[nH]1 | -14.7 | 0.2 | nt
CC(NC(=O)CON=C1CCN(C(=O)C2CCCO2)CC1)C1CC2CCC1C2 (configuration not stated) | -0.3 | -0.8 | nt
COCCNC(=O)[C@H]1C[C@@H](O)[C@H](O)[C@@H]2N=C(Nc3cccc4ccccc34)S[C@@H]21 | -9.4 | -7.1 | -1.1
Cn1cnc2c(F)c(Nc3ccc(Br)cc3Cl)c(C(=O)NOCCO)cc21 | -14.2 | 3.0 | -4.4
Cc1cc(C)cc(C(=O)NCCCS(=O)(=O)N2CCc3ccccc3C2)c1 | -9.2 | -4.4 | nt
NC(=O)c1ncn(C2O[C@H](CO)[C@@H](O)[C@H]2O)c1N (some centres not stated) | 5.5 | -7.9 | nt
O=C(Nc1cc(Cl)nc(NC(=O)C2CCCC2)n1)C1CCCC1 | 3.5 | -9.4 | nt
O=C(c1cc2ccccc2c(=O)[nH]1)N1CCCC(n2ccnc2)C1 (configuration not stated) | -5.9 | -0.8 | nt
CC(Cn1cncn1)Nc1ccc(-c2nccn2C)nn1 (configuration not stated) | -1.7 | -6.4 | nt
CC(c1cccnc1)N(C)C(=O)c1ccc(Oc2ccccc2)o1 (configuration not stated) | nt | -8.2 | -12.1
CCC(C)NC(=O)c1cc(NC(=O)c2cccc(Br)c2)ccc1N1CCc2ccccc2C1 (configuration not stated) | 20.0 | 0.0 | -3.9
CC(C)N(C)S(=O)(=O)N1CCc2sccc2C1c1cccs1 (configuration not stated) | 12.6 | -4.9 | -12.7
CC(=O)Nc1ccc(-n2c(CCC(=O)NCc3cccs3)ccc2-c2ccc(F)cc2)cc1 | 0.7 | -4.5 | -8.4
COCCN(Cc1ccc(OC)c(OCc2nc(CO)cs2)c1)C(C)=O | 25.4 | -2.7 | -4.9
CN(Cc1cccc2cnccc12)c1nc2nonc2nc1NC1CC1 | 4.3 | -8.5 | nt
CN(CC(=O)O)C(=O)c1cn(-c2ccccc2)nc1-c1ccc2c(c1)OCCO2 | 0.1 | -5.8 | nt
COC(=O)[C@@H]1CCCN1C(=O)CCc1nnc(CCC2CCCCC2)o1 | 6.1 | -3.0 | -6.0
CCCCCCCCC(=O)N1CCN(c2nc(-c3cccc(C(F)(F)F)c3)nc(C)c2C)CC1 | -9.8 | 5.1 | -0.7
FC(F)(F)c1nc(N2CCCC2c2ccc3c(c2)OCCO3)c2ccccc2n1 (configuration not stated) | 6.2 | -4.5 | nt
NC(=O)C1Cc2ccccc2CN1Cn1c(=O)oc2ccccc21 (configuration not stated) | -1.3 | 2.9 | nt
CNC(=O)CCNC(=O)C(C)(C)c1ccc(Cl)c(Cl)c1 | 3.5 | -6.7 | nt
COc1ccccc1OCC1CN(C(=O)Cc2ccc(F)cc2)CCO1 (configuration not stated) | -7.3 | -6.0 | -5.8
CCOC(=O)c1[nH]c2ccccc2c1NC(=O)Cc1cccc2ccccc12 | 1.7 | -5.7 | -5.9
COC(=O)c1c(NC(=O)CN(Cc2ccccc2)Cc2ccccc2)sc2c1CCC2 | -3.4 | -3.3 | -2.7
CC(N[C@@H]1CCCC[C@H]1O)c1ccccc1 (some centres not stated) | 9.5 | -3.4 | -1.1
Cc1ccc(C)n1C1CCN(CCOc2ccccc2C#N)CC1 | 7.2 | -3.5 | nt
CCc1nc([C@H]2CN(C)C[C@@H]2C(=O)NCC23CCCN2CCC3)c(C)[nH]1 | 2.6 | -1.8 | -13.8
O=C(NC(C(=O)NC1CC1)C1CCN(C(=O)C2CCCC2)CC1)c1ccc(F)cc1 (configuration not stated) | 8.7 | -4.1 | -5.9
Cc1cc(=O)[nH]c(C)c1NC(=O)c1cccc(CN2CC[C@H](O)C2)c1 | 3.7 | -4.9 | nt
COCCN(Cc1cc(NC(=O)C2CCCC2)ccc1N(C)C)C(=O)NC(C)(C)C | 21.5 | -6.1 | -5.0
COc1cc(OC)cc(C(=O)N(Cc2nc3cc(C)ccc3o2)Cc2cc(F)ccc2F)c1 | -3.4 | -1.8 | -5.3
C=C(C)C(O)(C(=C)C)c1ccc(CN(CCC)Cc2ccccc2OC)o1 | -27.5 | -2.4 | -3.8
O=C(C1CCC(CNc2c(N3CCCCC3)c(=O)c2=O)CC1)N1CCCCC1 (configuration not stated) | 3.2 | -9.8 | -4.9
Cc1nc(CN2CCC(Cc3ccc(F)cc3)CC2)co1 | 11.9 | -4.1 | nt
COCCCN(CC(=O)N1CCSC1c1ccc(F)cc1)Cc1ccc(F)c(F)c1 (configuration not stated) | -8.2 | -1.0 | -0.8
CCNC(=O)C12N=CNN=C1N(C)C(=O)N2C (configuration not stated) | 26.0 | -8.2 | -1.8
CCC(Oc1ccc2c(c1)CCCC2)C(=O)NC(C)(CO)CO (configuration not stated) | 3.3 | -9.3 | nt
O=C(c1cc(-c2ccccc2)n[nH]1)N(Cc1ccsc1)C1CC1 | -0.7 | -7.5 | nt
CCCCOc1ccc(C(=O)Nc2nnc(SCc3ccccc3F)s2)cc1 | -4.7 | -1.6 | -2.8
CC(NC(=O)N(C)CC(F)F)c1ccc(OCC(F)(F)F)cc1 (configuration not stated) | -7.8 | 1.0 | nt
COc1ccc(C(=O)N2CCC(c3cc(Cc4ccccc4)[nH]n3)CC2)o1 | 13.4 | -2.4 | nt
CC(=O)NC(C(=O)OC(C)c1nc2ccccc2n1C)C1CCCC1 (configuration not stated) | 7.1 | -6.6 | nt
CC(c1ccccc1)N(Cc1cccc(Oc2ccccc2)c1)Cc1nc(C(=O)NCc2ccc(F)cc2)co1 (configuration not stated) | -3.0 | 2.1 | -2.7
c1coc(-c2nnc(CSc3ccc4ccccc4n3)o2)c1 | 1.7 | -5.9 | nt
COc1ccc2nc(-c3ccc(NC(=O)c4ccccc4C)cc3)cn2n1 | -9.3 | -9.4 | -9.5
CCn1cc(C(=O)NN)c(C)n1 | -15.2 | 3.5 | nt
CCCCN(Cc1cccn1Cc1cccc(C(F)(F)F)c1)C(=O)Nc1ccc(OC)cc1OC | -7.1 | -3.8 | 0.1
COC(=O)c1ccc(N2C(=O)CSC2c2ccccc2Br)cc1 (configuration not stated) | -6.5 | -9.2 | nt
CCC(c1ccc(OC)cc1)N(C)C(=O)c1ccnc(N)c1 (configuration not stated) | nt | -1.6 | -16.9
Cc1c(C)n2c3c(=O)n(CCc4ccccc4)c(=O)n(C)c3nc2n1CCO | -8.7 | -6.4 | nt
OC(Cn1cncn1)c1ccc(Br)cc1Br (configuration not stated) | 7.9&-3.9 | -4.5&-7.4 | -7.2
C(=Nn1c(-c2ccc3c(c2)OCCO3)csc1=NCCc1ccccc1)c1ccccn1 | -2.8 | -6.7 | -4.8
COc1cc(C(=O)N2CCOC(c3ccccc3)C2)cc(OC)c1C (configuration not stated) | 77.6* | -0.6 | nt
Other results:
SMILES | NPYLR7 agonist | hcGAS inh | mcGAS inh
O=C1CC(Nc2ccc(N3CCOCC3)cc2)C(=O)N1c1ccc(F)cc1 (configuration not stated) | -12.6 | -3.0 | -4.4
CCc1nn(-c2cccc(C)c2)c(CC)c1C(=O)NCC1CCCO1 (configuration not stated) | nt | -1.0 | -4.3
Cc1cc(C(=O)N(CCCN2CCOCC2)c2nc3ccccc3s2)nn1C | 0.8 | -6.1 | -6.1
O=C(N=Nc1c(O)[nH]c2c(I)cccc12)c1ccncc1 | -3.2 | 2.6 | nt
Cc1cc(C(F)(F)F)nc(CCNC(=O)c2ccc3nc(C4CC4)oc3c2)n1 | 0.2 | -6.4 | nt
CS(=O)(=O)Cc1cc(F)ccc1NC(=O)/C=C/c1cc(Br)ccc1F | 0.3 | -6.9 | nt
COc1cccc(-c2nnc3ccc(OCCNC(=O)Cc4ccc(C)cc4)nn23)c1 | -0.7 | -5.8 | -8.3
O=C(NCCNc1nc(-c2cccc(Br)c2)nc2ccccc12)c1cccs1 | 5.4 | 12.6 | -3.6
Cc1nc2ccc(C(=O)N3CCCC4(CC3)CNC(=O)O4)cc2nc1C (configuration not stated) | 5.9 | -7.7 | nt
O=S(=O)(c1ccc(Cl)cc1)N1CCCN(c2nc(Cc3ccccc3)nc3c2cnn3-c2ccccc2)CC1 | 7.6 | 0.5 | -3.8
c1ccc2nc3c(nc2c1)c1ccccc1n3CCN1CCOCC1 | 10.1 | 0.9 | 4.8
CCN(CC)S(=O)(=O)c1ccc(Sc2ccc(Cl)cc2)c(N)c1 | 3.9 | -6.1 | nt
O=C1C(n2c(=O)sc3ccccc32)CCN1CC(F)(F)F (configuration not stated) | 1.2 | -11.0 | nt
NC(=O)c1cccc(COc2ccccc2I)c1 | -3.1 | 4.2 | nt

Random excerpt: 3 compounds from above
SMILES | NPYLR7 agonist | hcGAS inh | mcGAS inh
Cc1cc(C(=O)N(CCCN2CCOCC2)c2nc3ccccc3s2)nn1C | 0.8 | -6.1 | -6.1
CS(=O)(=O)Cc1cc(F)ccc1NC(=O)/C=C/c1cc(Br)ccc1F | 0.3 | -6.9 | nt
CCN(CC)S(=O)(=O)c1ccc(Sc2ccc(Cl)cc2)c(N)c1 | 3.9 | -6.1 | nt

This is a random part of the collection (roughly 0.27% active in at least one column).
